# Source: PubChem (several laboratories)
# E coli Lon inh = inhibits E. coli Lon protease. 360,000 compounds, 0.42% hits. purified E. coli Lon protease, fluorescence polarization. inhibition, % at 7.94 µM. P0A9M0; in the data active = inhibition above about 13%, passing the limit was not always enough;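 also: 0% = enzyme with probe and DMSO and 100% = no enzyme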
# MT1-MMP act inh = blocks activation of human MT1-MMP. GFP/RFP ratio change, % at 20 µM. P50281. 360,000 compounds, 0.061% hits. HT1080 RFP-PRO-GFP cells, GFP/RFP ratio fluorescence, overnight; percent of plate control window, DMSO zero;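 active = GFP/RFP ratio change of at least 30% with cell ATP level not reduced by more than half and red fluorescence within 50% of control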; also: strong numbers were not always called active
#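 Test system: HT1080 RFP-PRO-GFP cells; Benchmarks: DMSO and RFP-L50D-GFP cell wells; Timing: cells overnight before dosing, compound overnight, 37 °C, 5% CO2; Compound: one 20 µM compound dose with 1% DMSO; Read-out: GFP/RFP fluorescence ratio.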
# MsrA act = activators of bovine methionine sulfoxide reductase A; AID 602163; 360,000 compounds, 0.3% hits; activation, % at 10.6 µM; purified bovine MsrA, absorbance read-out; in the data active = activation above about 7.5%;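 also: 0% = vehicle and 100% = reference activator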
# FAS TE block = FAS thioesterase (human) inhibition | inhibition, % at 15 µM | AID 602261 | 360,000 compounds, 0.67% hits | recombinant FAS-TE, OMFH fluorogenic substrate, fluorescence endpoint;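 active = compounds whose normalised, plate-corrected inhibition of enzyme fluorescence in the single-dose primary screen is 50% or more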;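 also: 0% = DMSO with enzyme and 100% = substrate without enzyme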
# CSN inh = CSN deneddylation inhibition; Purified CSN, SCF-Nedd8-OG deneddylation, fluorescence polarization; inhibition, % at 12.5 µM; 360,000 compounds, 0.38% hits; AID 651999;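 active = pattern-corrected inhibition above about 35%, with an unprinted fluorescence ratio check between 0.5 and 1.5, limit read from the data, passing the limit was not always enough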;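 also: 0% = enzyme with substrate and 100% = substrate without enzyme; some results filed as inactive read as strong as hits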
#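 Material: purified human Csn5 enzyme expressed in HEK293T cells / Medium: Tris buffer pH 7.5, NaCl, DTT, Tween-20, trehalose, ovalbumin / Compound dosing: 12.5 µM single point / Schedule: 90 min incubation of compound, enzyme and substrate at room temperature / Signal: fluorescence polarization of the substrate / Control set: no-enzyme wells high, enzyme-with-substrate wells low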
# MLLE-PAM2 inh = blocks PAM2 peptide binding to the PABP1 MLLE domain; AID 588489; GST-MLLE / FITC-PAM2 fluorescence polarization; 360,000 compounds, 0.36% hits; inhibition, % at 20 µM; in the data active = inhibition above about 35%, passing the limit was not always enough;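 also: plate controls were DMSO wells with GST-MLLE for no effect and wells lacking GST-MLLE protein for full effect; some results filed as inactive read as strong as hits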
# Target sequence (P11940 whole entry, looked up, the tested form may be a part): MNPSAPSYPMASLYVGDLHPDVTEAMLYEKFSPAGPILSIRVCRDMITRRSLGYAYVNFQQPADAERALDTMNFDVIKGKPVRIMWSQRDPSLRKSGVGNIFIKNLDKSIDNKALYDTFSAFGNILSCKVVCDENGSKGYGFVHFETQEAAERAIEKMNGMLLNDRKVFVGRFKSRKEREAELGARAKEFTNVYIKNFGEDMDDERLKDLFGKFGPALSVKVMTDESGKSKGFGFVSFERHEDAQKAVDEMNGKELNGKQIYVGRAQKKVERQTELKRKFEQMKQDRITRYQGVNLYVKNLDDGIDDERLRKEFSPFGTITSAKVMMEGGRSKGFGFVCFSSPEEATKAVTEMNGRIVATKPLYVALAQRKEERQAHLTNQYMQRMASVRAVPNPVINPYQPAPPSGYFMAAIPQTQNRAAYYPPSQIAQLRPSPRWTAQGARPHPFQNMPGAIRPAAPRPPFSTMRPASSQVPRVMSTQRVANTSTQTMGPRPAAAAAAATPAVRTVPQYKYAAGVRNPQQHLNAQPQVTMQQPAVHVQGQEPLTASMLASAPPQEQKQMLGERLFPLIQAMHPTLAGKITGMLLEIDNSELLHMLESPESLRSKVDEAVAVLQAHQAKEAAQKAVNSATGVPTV
# MsrA inh = inhibits bovine methionine sulfoxide reductase A | purified bovine MsrA, absorbance read-out | inhibition, % at 15.5 µM | 360,000 compounds, 0.75% hits; in the data active = inhibition above about 4.5%;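 also: 0% = vehicle wells with enzyme and 100% = reference inhibitor wells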
# Rpn11 block = blocks the human proteasome subunit Rpn11; O00487; human 26S proteasome, Ub4-pepOG fluorescence polarization; 20S core pre-blocked with epoxomicin; calls only at 20 µM; 360,000 compounds, 0.59% hits;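 active = inhibition at 20 µM, scaled to each plate's controls, above about 33%, limit read from the data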
# Target sequence (O00487 whole entry, looked up): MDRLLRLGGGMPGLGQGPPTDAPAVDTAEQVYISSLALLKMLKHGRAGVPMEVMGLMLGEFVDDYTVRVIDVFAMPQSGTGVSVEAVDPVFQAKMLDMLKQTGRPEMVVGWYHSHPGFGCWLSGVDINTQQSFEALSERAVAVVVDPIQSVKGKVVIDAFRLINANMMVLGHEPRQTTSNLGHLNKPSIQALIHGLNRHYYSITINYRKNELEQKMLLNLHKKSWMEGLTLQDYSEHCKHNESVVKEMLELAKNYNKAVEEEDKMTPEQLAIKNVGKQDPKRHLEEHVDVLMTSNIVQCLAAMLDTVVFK
# Rin1-Abl PPI inh = blocks binding of human Rin1 to Abl; TR-FRET Rin1/Abl binding, biochemical; 360,000 compounds, 0.4% hits; AID 588664; inhibition, % at 7.35 µM; in the data active = inhibition above about 5%, passing the limit was not always enough
# The depositor's hits bear a star; i = inactive; . = not tested or not shown.
# Preview, 2 compounds:
SMILES,E coli Lon inh,MT1-MMP act inh,MsrA act,FAS TE block,CSN inh,MLLE-PAM2 inh,MsrA inh,Rpn11 block,Rin1-Abl PPI inh
Nc1nnc(SCc2cc3c(cc2Cl)OCO3)s1,0,-4,-4,-9,-2,-1,-0.1,i,2
Cn1nc(C(C)(C)C)c([N+](=O)[O-])c1C(=O)NCCO,5,0,-1,-12,-1,-12,-0.8,i,-2

# Results, from the start:
SMILES,E coli Lon inh,MT1-MMP act inh,MsrA act,FAS TE block,CSN inh,MLLE-PAM2 inh,MsrA inh,Rpn11 block,Rin1-Abl PPI inh
Nc1nnc(SCc2cc3c(cc2Cl)OCO3)s1,0,-4,-4,-9,-2,-1,-0.1,i,2
Cn1nc(C(C)(C)C)c([N+](=O)[O-])c1C(=O)NCCO,5,0,-1,-12,-1,-12,-0.8,i,-2
CCOC(=O)Cc1nnc(NC(=O)c2ccccc2OCC)s1,5,2,4,-7,-1,-5,-0.2,i,-2
Cc1cccn2c(CN(C)CC3CCCCO3)c(C(=O)N3CCCCC3)nc12 (configuration not stated),14,-1,-8,-4,9,2,-0.1,i,-7
O=C(NNc1ccccn1)C(c1ccccc1)c1ccccc1,2,3,-11,-11,3,8,0.9,i,5
O=C(O)c1cnc(-c2ccccc2)nc1Sc1cccc(Cl)c1,-3,2,-2,5,5,-7,-1.0,i,1
CSc1cc(-c2ccccc2)[nH]c(=O)c1C#N,3,2,-5,-1,-3,-1,3.8,i,-2
CN1CCN(C(=O)c2cccc(-c3cnc4cnc(-c5ccccc5Oc5ccccc5)cn34)c2)CC1,-2,-4,0,8,-1,-2,-0.8,i,-2
COc1ccc(C(NC(=O)c2cc(OC)ccc2OC)c2ccccc2)cc1 (configuration not stated),-3,-1,6,21,1,7,-0.9,i,-1
COCCn1c(-c2ccc(SC)cc2)nc2c1c(=O)[nH]c(=O)n2CC(C)C,-5,-2,-3,0,-4,3,0.8,i,2
CCN(CC)S(=O)(=O)c1ccc2[nH]c(=O)cc(C(=O)Nc3cccc(C(C)=O)c3)c2c1,-11,1,0,6,3,-16,0.4,i,-4
CC1CCN(C2=NC(=O)/C(=C/c3cn(-c4ccccc4)nc3-c3cccc(S(=O)(=O)N(C)C)c3)S2)CC1,8,0,0,35,3,-8,0.3,i,1
OC[C@@H]1[C@@H](c2ccccc2)C(c2cccc(Cl)c2)=NN1c1ccccc1,-5,-2,0,28,2,-10,0.6,i,-6
COc1cccc(NC(=O)c2ccccc2NS(C)(=O)=O)c1,-4,-1,-3,-9,0,0,0.0,i,-1
CCOc1cccc2sc(N(CCCN(C)C)C(=O)c3ccc(S(=O)(=O)N4CCCCCC4)cc3)nc12,-14,4,-4,6,0,15,-0.8,i,1
CCOc1ccc(/C=N/NC(=O)c2nnn(-c3nonc3N)c2CN(C)C2CCCCC2)cc1,3,1,-2,-2,-1,-1,0.1,i,-1
CC(=O)Nc1ccc(/C=N/NC(=S)NC(C)C)cc1,2,5,-1,-3,-10,13,8.9*,i,-6
COc1ccc([C@H]2CC(=O)C=C(c3ccc4c5c(cccc35)CC4)C2)cc1,4,.,-1,29,0,-6,0.4,i,-3
Cc1ccc(C)c(NS(=O)(=O)c2ccc(OCC(=O)N3CCCC3)cc2)c1,-1,0,-11,-8,-4,10,0.8,i,-3
Cc1[nH]c2ccccc2c1C(=O)CSc1n[nH]c(N)n1,-4,-2,-2,-3,-1,-11,0.9,i,-1
Cn1c(=O)c2c(nc3n2CC(COc2ccccc2)O3)n(C)c1=O (configuration not stated),0,0,-3,0,4,-1,-1.2,i,1
CCOc1ncccc1C(=O)OCc1csc(CC(=O)Nc2ccccc2C)n1,0,-2,0,-3,0,1,1.2,i,-1
CNC(=O)c1c(I)c(C(=O)NCC(=O)Nc2c(I)c(C(=O)O)c(I)c(C(=O)NCCO)c2I)c(I)c(N(C)C(C)=O)c1I,-5,7,-14,-1,0,-35,.,i,2
COc1ccc(CCNC(=O)C2CCN(C(=O)c3ccc([N+](=O)[O-])cc3)CC2)cc1,3,-6,-2,-6,-1,-6,2.7,i,2
O=C(O)/C=C/C(=O)N1N=C(c2ccco2)CC1c1ccco1 (configuration not stated),-19,4,-4,-3,-2,-17,2.2,i,2
CCCCn1c(N)c(N(CCOC)C(=O)c2cccc(OCc3ccccc3)c2)c(=O)[nH]c1=O,0,-1,-3,3,-2,-7,0.2,i,-4
O=C(Nc1ccccc1)c1cc([N+](=O)[O-])ccc1NC1CCCCC1,-4,-11,-5,34,5,-10,2.7,i,-1
COc1ccc(CC(=O)OC(C)C(=O)Nc2ccc(S(N)(=O)=O)cc2)cc1 (configuration not stated),-13,3,1,-6,2,4,-0.1,i,1
O=C(NCC1CCCCC1)c1ccc2nc([C@@H]3O[C@H](CO)[C@H](O)[C@H](O)[C@H]3O)[nH]c2c1,3,-3,-9,-7,-2,10,-0.8,i,3
CC(C)n1c(CN2CCN(C(=O)c3ccco3)CC2)nc2c1c(=O)n(C)c(=O)n2C,-1,0,3,-4,2,13,0.0,i,2
Cc1cccc(NC(=S)N=Nc2c(O)n(C)c3ccc(S(=O)(=O)N4CCOCC4)cc23)c1,-4,3,-3,59*,-5,28,0.7,i,3
COCCn1c(=O)[nH]c2cc(C(=O)OC)ccc2c1=O,2,-1,0,-6,-3,-4,1.5,i,1
CCOc1ccc(CNS(=O)(=O)c2c(C(=O)N3CCCC3)c(C)n(C)c2C)cc1OC,4,-6,-10,-9,-3,-8,-0.2,i,1
COc1cc(OC)cc(C(=O)Nc2ccc3c(c2)OCCO3)c1,-6,2,0,-1,0,6,1.3,i,2
COC(=O)c1ccccc1NC(=S)NC(=O)C1CCCCC1,0,-2,-11,5,-3,18,0.5,i,-1
O=C(CSCc1cccc(Br)c1)NC1CC1,-6,3,-4,-4,-4,13,-1.3,i,-2
Cc1ncc(CN2CCN(Cc3ccc(F)cc3)C(CCO)C2)s1 (configuration not stated),0,1,-11,-6,-10,3,-0.8,i,-1
Cc1cc(Br)cn2cc(C(=O)O)nc12,-4,-3,-7,-5,-1,10,1.4,i,-14
Cc1ccc(C(=O)NNC(=O)C2CCN(Cc3ccccc3)CC2)cc1,8,1,-4,-3,1,8,0.8,i,-2
O=C(Nc1cccc([N+](=O)[O-])c1)NN1CCCCCC1,-9,-4,0,21,0,4,0.9,i,2

# Overlap with the part before: three entries, then new ones.
SMILES,E coli Lon inh,MT1-MMP act inh,MsrA act,FAS TE block,CSN inh,MLLE-PAM2 inh,MsrA inh,Rpn11 block,Rin1-Abl PPI inh
Cc1cc(Br)cn2cc(C(=O)O)nc12,-4,-3,-7,-5,-1,10,1.4,i,-14
Cc1ccc(C(=O)NNC(=O)C2CCN(Cc3ccccc3)CC2)cc1,8,1,-4,-3,1,8,0.8,i,-2
O=C(Nc1cccc([N+](=O)[O-])c1)NN1CCCCCC1,-9,-4,0,21,0,4,0.9,i,2
CC(=O)c1cccc(NC(=O)CCNC(=O)c2cccc(C)c2)c1,0,2,-2,-6,1,19,-0.6,i,1
CN(C)c1nc(NCc2ccccc2)nc(N/N=C/c2ccc(Br)cc2)n1,5,1,-9,-3,2,-2,1.0,i,-2
Oc1ccc(/C=N/Nc2cc(N3CCCC3)nc(N3CCCC3)n2)cc1O,0,1,1,-11,2,-16,0.0,i,5
O=C(c1ccc(N2CCCC2=O)cc1)N1CCN(c2cccc(C(F)(F)F)c2)CC1,6,3,-2,1,-3,9,1.1,i,-6
Cc1cccc(OCC(=O)O/N=C(\N)c2ccc(Cl)cc2)c1,-2,-1,-1,27,0,-13,.,i,-1
Cc1ccccc1OCC(=O)Nc1sc(C(=O)Nc2cccc(C)c2C)c(C)c1C#N,-6,-3,-7,-6,-6,0,.,i,1
COc1ccc(CC2(CO)CCN(Cc3cccc(OC)c3OC)CC2)cc1,-1,0,-1,-2,-5,-10,0.6,i,6
CCc1cc(=O)oc2cc(OCC(=O)N3CCC[C@H]3C(=O)O)ccc12,-1,2,-7,-6,-3,-10,1.4,i,0
CCCNC(=O)C12CCC(C)(C(=O)C1Br)C2(C)C (configuration not stated),-3,-3,-2,-15,-8,8,-0.1,i,-2
C[C@H](CO)N1C[C@H](C)[C@@H](CN(C)S(=O)(=O)c2ccccc2)Oc2ccc(NC(=O)Nc3ccc(C(F)(F)F)cc3)cc2C1=O,9,-5,2,12,2,11,0.3,i,-1
O=C(CSc1nnc(SCc2ccccc2)s1)N/N=C/C=C\c1ccco1,-5,-3,-4,17,33,-87,0.8,i,2
CC(C)Nc1nnc(SC(C)C(=O)NCc2ccc3c(c2)OCO3)s1 (configuration not stated),-1,-2,-3,-5,-6,-9,0.3,i,3
O=C(O)Cc1ccc(NC(=O)c2ccc3c(c2)C(=O)N(CC2CCCO2)C3=O)cc1 (configuration not stated),-7,0,-4,-7,2,-6,1.0,i,2
CCCCSc1nnc(CNC(=O)C23CC4CC(CC(C4)C2)C3)n1Cc1ccccc1,-5,-15,0,21,-6,-8,-1.4,i,1
O=c1oc2cc(Br)ccc2n1Cc1ccccc1,-1,-1,-5,15,3,9,-0.1,i,1
O=C(CSc1nnc(CNC(=O)c2ccccc2)o1)Nc1ccc2c(c1)OCO2,14,3,-5,-6,0,0,0.8,i,4
O=C(Nc1ccc(C(=O)N2CCN(c3ccc(Cl)cc3)CC2)cc1)C1=CSCCO1,25*,5,0,11,-4,2,-0.1,i,-2
CC1(C)CC(=O)C([N+](=O)[O-])=C(NCCCC(=O)O)C1,-4,0,-6,-8,-2,15,1.6,i,0
O=C(NCc1ccccc1)c1cc(-c2ccco2)on1,-4,1,-3,-2,3,-3,-0.7,i,-1
CC(C)Cc1nc2oc3c(NCCCN4CCOCC4)ncnc3c2c2c1CCC2,-5,14,2,-7,-4,-2,0.6,i,-2
CC(C)Cn1c(NCCO)nc2ccccc21,-7,3,-1,-6,-3,5,-0.4,i,-2
O=C(CSc1nc2ncc(Cl)cc2[nH]1)c1ccc2c(c1)OCO2,-2,3,2,0,1,-75,0.0,i,-2
C#CCOCCOCCOCCNc1nc(N2CCN(C(=O)C([C@@H](C)CC)n3cc(C(N)Cc4ccc(O)cc4)nn3)CC2)nc(N2CCN(C(=O)[C@H](CCC(=O)O)n3cc(C(N)[C@H](C)CC)nn3)CC2)n1 (some centres not stated),-8,-1,-1,-14,0,1,-1.2,i,3
CCOC(=O)N1CCN(CCC(=O)c2ccc(Cl)cc2)CC1,-5,-2,-5,-3,4,25,0.2,i,3
CCc1ccc(NC(=O)Cn2nc(C(F)(F)F)c3c2CCC3)cc1,3,-1,-11,10,-3,3,0.5,i,3
Cc1ccc(C(O)c2ncc(-c3ccc4ccccc4c3)[nH]2)c(C)c1 (configuration not stated),9,4,0,2,-5,6,-0.2,i,-6
CNC(=O)c1ccc(Nc2nnc(C)c3ccccc23)cc1,-10,0,-11,-2,1,-2,3.9,i,4
O=S(=O)(NCC(c1ccco1)N1CCc2ccccc21)c1ccccc1 (configuration not stated),-3,-5,-2,15,-4,-4,0.5,i,-1
CC1CCCC(C)N1C(=O)COC(=O)c1ccc(F)c(S(=O)(=O)N2CCOCC2)c1 (configuration not stated),6,-2,-4,-11,0,1,-0.4,i,3
COc1ccc2c(c1)C(C)(Cc1ccc(C(=O)c3ccccc3)cc1)C(=O)N2 (configuration not stated),1,9,-6,-1,-8,10,-1.7,i,-2
